HT1080 IDH1KD tx – toxicity to HT-1080 IDH1 knockdown cells (counter line); Potency, µM (top dose mostly 46.1 µM), for the others: top-dose activity, negative = toxicity, usual class: cytotoxic; hit rate 2% among 360,000; HT-1080 IDH1 knockdown viability, ATP luminescence, 48 h;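 also: potency is read from the fitted curve at half-maximal effect; 0% = DMSO wells and -100% = cell-free medium wells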
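Assay cells: HT-1080 with IDH1 knockdown, 750 per well, RPMI/5% FBS. Exposure: 48 h at 37 °C following 2 h pre-incubation. Read: CellTiter-Glo luminescence; fitted concentration-response, curve class assigned.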
KB-3-1 cytotox – KB-3-1 parental cell cytotoxicity; KB-3-1 viability, CellTiter-Glo ATP luminescence, 72 h; Potency, µM (highest dose often 46.1 µM), without a hit: top-dose activity change, negative = cytotoxic, actives largely listed as cytotoxic; hit rate 1.4% among 400,000; also: potency is read from the fitted curve at half-maximal effect; % is scaled to controls: 0 for no effect and ±100 for the full control effect; nearly all actives have a fitted effect of over 60% in size
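Parental KB-3-1 adenocarcinoma cells in phenol-red-free DMEM with 10% FBS were pin-treated with compounds at several concentrations, incubated 72 h at 37 °C, and viability read by CellTiter-Glo luminescence; concentration-effect curves were fitted after normalization.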
D3 antag – D3 dopamine receptor (human) antagonism; P35462; D3R cells, DiscoveRx beta-arrestin luminescence, antagonist mode; hits give low values; max response, negative = inhibition, %; hit rate 2.5% among 360,000; in the data active = max response below about -50%; inconclusive = no clear call, values can overlap the other calls; also: % is scaled to controls: 0 for no effect and ±100 for the full control effect; mostly tested at two doses, the higher about 12 µM
Target sequence (P35462 whole entry, looked up): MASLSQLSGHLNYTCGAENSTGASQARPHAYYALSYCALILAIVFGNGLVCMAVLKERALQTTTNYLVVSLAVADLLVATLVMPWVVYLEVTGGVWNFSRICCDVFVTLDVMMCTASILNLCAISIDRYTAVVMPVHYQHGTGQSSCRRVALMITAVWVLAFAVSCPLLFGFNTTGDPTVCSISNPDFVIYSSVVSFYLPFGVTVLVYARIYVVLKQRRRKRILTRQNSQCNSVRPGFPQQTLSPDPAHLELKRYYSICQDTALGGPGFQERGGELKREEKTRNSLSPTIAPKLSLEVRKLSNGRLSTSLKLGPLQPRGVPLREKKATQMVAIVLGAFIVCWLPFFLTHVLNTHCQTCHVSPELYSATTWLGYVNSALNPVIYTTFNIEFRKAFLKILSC
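Cells plated overnight at 1500 cells/well, then exposed to library compounds with dopamine controls for 90 minutes at 37 degrees C. DiscoveRx reagent added for 30–60 minutes at room temperature; luminescence read, quantitative HTS format.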
HT1080NT lethal – kills 2HG-producing HT-1080-NT fibrosarcoma cells; AID 686970; HT-1080-NT fibrosarcoma viability, CellTiter-Glo ATP luminescence, 48 h; Potency, µM (highest dose often 46.1 µM), without a hit: at the highest dose activity, negative = less viability, most hits filed as cytotoxic; hit rate 1.6% among 360,000;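 also: NT is the 2HG producing partner of a matched IDH1 knockdown line; potency is read from the fitted curve at half-maximal effect; 0% = DMSO-treated cells and -100% = media-only wells without cells; nearly all actives have a fitted effect of over 55% in size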
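HT-1080-NT; 750 cells/well; 5% FBS RPMI; 48 h compound, 37 degrees C; CellTiter-Glo luminescence; curve fitting and curve-class assignment.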
IL1B secr inh – inhibitors of inflammasome signaling (IL-1 beta secretion); activity change, % at 57.5 µM; hit rate 4.7% among 360,000; THP-1 LPS/ATP IL-1B secretion, AlphaLISA, 16 h; hits give low values; AID 743279; in the data active = activity change below about -50%; inconclusive = mostly about -30% to -49%; also: % is scaled to controls: 0 for no effect and ±100 for the full control effect
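Secreted IL-1B measured by AlphaLISA bead assay after 16 h compound exposure of THP-1 cells; compounds (final up to 57.5 uM) added 1 h before LPS (250 ng/mL) and ATP (1.25 mM) stimulation; lower signal means less secretion.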
D3 ag – agonists of human D3 dopamine receptor. hit rate 0.58% among 410,000. P35462. AID 652048. max activation, %. D3R DiscoveRx beta-arrestin cells, luminescence, 90 min; in the data active = max activation above about 30%; also: 0% is about no effect; mostly tested at two doses, the higher about 12 µM
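Cells at 1500/well, incubated overnight, then treated with pinned compounds (dopamine as control) for 90 min at 37 degrees C. DiscoveRx reagent added for 30 - 60 minutes at room temperature; luminescence read.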
GLP-1R agonist – activates the human GLP-1 receptor. P43220. HEK293 GLP-1R CRE-luciferase, luminescence, 4-6 h; cells express a hypersensitive GLP-1R form. Potency, µM (doses to about 45.6 µM), without a hit: top-dose activation, hits mostly activators. hit rate 0.007% among 380,000. AID 624172; also: potency is read from the fitted curve at half-maximal effect; % of control where 0% means no effect
Target sequence (P43220 whole entry, looked up): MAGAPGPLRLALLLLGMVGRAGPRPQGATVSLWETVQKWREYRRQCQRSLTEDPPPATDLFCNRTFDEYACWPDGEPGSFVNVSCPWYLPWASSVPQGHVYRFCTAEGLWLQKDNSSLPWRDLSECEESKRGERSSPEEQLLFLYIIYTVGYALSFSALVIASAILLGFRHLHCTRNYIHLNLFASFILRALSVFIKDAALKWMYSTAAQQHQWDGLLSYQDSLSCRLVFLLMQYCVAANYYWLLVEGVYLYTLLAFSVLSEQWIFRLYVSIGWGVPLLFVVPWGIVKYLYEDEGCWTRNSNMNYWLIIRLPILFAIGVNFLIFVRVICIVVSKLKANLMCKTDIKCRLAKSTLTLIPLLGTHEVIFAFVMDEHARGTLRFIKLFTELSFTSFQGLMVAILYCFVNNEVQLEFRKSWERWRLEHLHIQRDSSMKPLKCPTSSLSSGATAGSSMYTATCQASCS
KB-V1 cytotox – KB-V1 MDR subline cytotoxicity; KB-V1 MDR cells viability, CellTiter-Glo, 72 h; Potency, µM (doses to about 46.1 µM), for the others: at the top dose activity change, negative = cytotoxicity, actives largely listed as cytotoxic; hit rate 3.4% among 400,000; AID 1347076; also: potency is read from the fitted curve at half-maximal effect; % is scaled to controls: 0 for no effect and ±100 for the full control effect; nearly all actives have a fitted effect of over 60% in size
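Cells of the MDR subline KB-V1 are plated, dosed with compound at multiple concentrations, and incubated 72 h at 37 degrees C; CellTiter-Glo is then added and luminescence read after 10 min.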
SW480 rereplic – induces DNA re-replication in SW480 colon adenocarcinoma cells. hit rate 1.8% among 340,000. Potency, µM (titrated, usually from 46.1 µM), inactives show at the top dose re-replication activation, hits mostly activators. SW480 DNA re-replication, Hoechst DNA content imaging, 48 h. AID 624297; also: potency is read from the fitted curve at half-maximal effect; % of control where 0% means no effect; nearly all actives have a fitted effect of over 55% in size
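First, 250 cells per well were seeded. Next, compound or vehicle (23 nL) was pinned in, plates sat 48 hr at 37 C. Finally Hoechst was added for 40 min before fluorescence scanning.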
The depositor's hits bear a star; ? = inconclusive; . = not tested or not shown. Unless noted, calls follow the shape of the dose curve; as a rule, active = well fitted curve in the direction sought with a large enough effect; inconclusive = small, poorly fitted or top-dose-only effect, or another doubt; inactive = no such curve, though single readings can be large; an effect the other way counts as inactive or inconclusive. Not a hit list; 12% or so of the library scored in one or more.

SMILES | HT1080 IDH1KD tx | KB-3-1 cytotox | D3 antag | HT1080NT lethal | IL1B secr inh | D3 ag | GLP-1R agonist | KB-V1 cytotox | SW480 rereplic
Cc1ccc(S(=O)(=O)NC(C)(C)CSc2nnc(N)s2)cc1 | -1.3% | -1.1% | 34.6 | -0.9% | 8.1 | -2.3 | 3.4% | 17.7% | -2.8%
CCN(CC)S(=O)(=O)c1cc(C(=O)Oc2cccc(-c3cnc4ccccc4n3)c2)ccc1Br | 0.5% | -7.9% | 43.0 | -1.9% | 15.3 | 8.7 | -13.4% | -4.6% | -12.0%
Cc1c(NC(=O)COC(=O)Cc2ccc(Cl)cc2)c(=O)n(-c2ccccc2)n1C | 1.9% | 0.0% | -7.2 | -9.0% | 21.8 | 3.3 | 4.4% | -5.4% | -2.8%
O=C(c1ccc(F)cc1F)C1CCN(c2ccc([N+](=O)[O-])cn2)CC1 | -3.7% | ? | -27.3 | -4.7% | -27.1 | 0.4 | 17.3% | ? | -5.4%
O=C1c2ccccc2C(Nc2ccc(F)c(Cl)c2)N1Cc1ccco1 (stereo not drawn) | -5.0% | -9.6% | -5.6 | -7.5% | 6.1 | -8.8 | 1.5% | -14.2% | 1.1%
COc1ccc(C(=O)n2nc(-c3ccccc3)nc2SC)cc1 | ? | 4.7% | -10.1 | 1.0% | -7.3 | -7.6 | -1.2% | -2.7% | 2.8%
COc1ccc(NC(=O)CSc2c(C)n[nH]c2C)cc1 | -14.7% | -12.7% | -3.1 | -0.2% | -11.1 | -12.0 | -0.4% | 2.2% | -20.1%
NNc1nc2c(F)cc(F)cc2s1 | -1.0% | -0.4% | -19.0 | -11.1% | -24.5 | 0.6 | -1.6% | 0.0% | -0.4%
O=C(CNC(=O)Cc1ccccc1)NCC(=O)OCC(=O)c1ccccc1Cl | 4.5% | 1.8% | 15.4 | 3.8% | 5.1 | -5.1 | -5.1% | 22.6% | -18.9%
COc1ccc(/C=N/Nc2ccc(C(F)(F)F)cc2[N+](=O)[O-])cc1 | 0.1% | 5.3% | ? | -4.5% | 21.3 | 3.4 | -10.1% | -16.6% | 0.5%
O=C(NC1CCCC1)C(c1ccncc1)N(C(=O)c1csnn1)c1cccc(Cl)c1 (stereo not drawn) | 4.4% | 1.0% | 3.5 | 10.1% | -0.4 | 7.9 | 1.1% | 12.3% | -2.1%
CCCCC(=O)Nc1ccc(C(=O)NNC(=S)NC(=O)c2cccs2)cc1 | -14.6% | -20.0% | 0.0 | -15.8% | -6.0 | 4.8 | -1.9% | -19.1% | 8.7%
CCN(CC)C(=O)[C@H]1C[C@H](CC(=O)NCc2ccc(OC)c(OC)c2)C(=O)N2CCc3c([nH]c4cc(-c5ccco5)ccc34)[C@]12C | -18.7% | 0.0% | 15.0 | -2.7% | -26.5 | 11.4 | 5.3% | 0.0% | 11.0%
Cc1oc2cc(O)ccc2c(=O)c1-c1nncn1-c1ccccc1 | -1.8% | -0.8% | -8.3 | -1.0% | 12.1 | -15.0 | 3.1% | -5.7% | 5.4%
COc1ccc(Cl)cc1NC(=O)NCc1ccc2c(c1)OCO2 | -5.0% | -0.7% | -12.3 | -0.2% | 7.9 | -17.4 | 15.3% | 4.6% | -4.4%
COc1ccccc1NS(=O)(=O)c1cc(NC(=O)C(C)NC(N)=O)ccc1N1CCCC1 (stereo not drawn) | -3.7% | ? | -3.0 | -1.5% | -15.9 | 1.7 | -4.8% | -7.0% | -14.2%
COc1ccccc1CNC(=O)[C@H](C)NC(=O)C1CCN(C(=O)[C@@H](N)Cc2ccccc2)CC1 | 4.4% | 0.0% | 12.9 | 3.9% | 2.1 | -2.6 | -2.0% | ? | ?
C/C(=N\NC(=O)c1sccc1C)c1ccncc1 | 1.6% | 0.8% | -2.4 | 15.0% | ? | 3.5 | -4.2% | 8.3% | -16.8%
Cc1cc(Cn2nc(C(=O)NCc3cccc(Br)c3)cc2-c2ccccc2)on1 | -2.4% | -26.3% | -6.1 | ? | -57.6* | -26.2 | 2.0% | -1.7% | ?
Cc1cccc(NC(=S)N2CCN(c3ccccc3)CC2)c1 | 8.2% | 4.2% | -28.8 | 12.3% | -16.3 | -2.7 | 4.6% | -4.2% | -1.3%
COc1ccc2nc(CCN(C)C(=O)C3CCC(=O)N(Cc4cccc(F)c4)C3)[nH]c2c1 (stereo not drawn) | 0.4% | 20.1% | 6.4 | 5.7% | 0.0 | 2.6 | -0.2% | ? | -12.8%
CCOc1ccc(C(=O)/C=C/c2cn(CC(O)CN3CCc4ccccc43)c3ccccc23)cc1 (stereo not drawn) | . | -20.5% | . | . | . | -5.7 | -5.3% | ? | .
COc1cc(NC(=S)NCc2cccnc2)c(OC)cc1Cl | -7.5% | -5.9% | -0.3 | -6.7% | -6.5 | -13.3 | 3.8% | -6.5% | -3.8%
CCc1nc2ccc(C(=O)N3CCN(c4ccccc4)CC3)cn2c1N(CCC(C)C)CCN(C)C | ? | 3.6% | 0.0 | ? | -23.8 | -8.5 | 6.1% | ? | .
Cc1nc2nc(N)nc(OCc3ccccc3)c2nc1C | -0.5% | 16.6% | -6.7 | 2.2% | 7.4 | 8.0 | 6.7% | -28.4% | 11.6%
COC(=O)C1=CN(Cc2cccs2)C=C(C(=O)OC)C1c1cccc(O)c1 | -10.3% | -10.2% | 9.2 | -23.3% | -12.8 | -7.0 | 6.5% | -20.4% | ?
CC1CCCC(NC(=O)c2ccc(CNc3c(N4CCCC4)c(=O)c3=O)cc2)C1C (stereo not drawn) | 9.0% | -2.8% | -21.3 | -7.5% | -14.2 | -1.2 | -1.2% | -6.1% | -3.8%
Cc1c(F)cccc1NC(=O)CSCC(=O)Nc1ccccc1 | 4.7% | 3.9% | 17.4 | 9.8% | 0.0 | 2.5 | -6.4% | 17.3% | -1.2%
COc1ccc(C2C(C(C)=O)=C(O)C(=O)N2c2nccs2)cc1OC (stereo not drawn) | 4.2% | 6.8% | -2.4 | 11.1% | 12.7 | 2.0 | 0.0% | 0.0% | -0.3%
O=C(O)CC(c1ccc(Cl)cc1)n1cccc1 (stereo not drawn) | 11.0% | -0.5% | 1.6 | 10.4% | 20.4 | 3.8 | -7.3% | ? | 2.0%
COc1ccc(-n2nc3c(c2NC(=O)COc2ccccc2)CS(=O)(=O)C3)cc1 | 3.1% | -1.6% | 4.3 | 2.8% | -5.7 | -1.0 | 9.8% | ? | -15.2%
CCCCOC(=O)Nc1cc(C(=O)OC)ccc1C(=O)OC | 1.3% | 2.8% | 15.5 | 24.2% | 1.0 | 2.1 | 2.3% | ? | -2.2%
CCN(CC)C(=O)C1=C(C)N(CCC2=CCCCC2)C(=O)C(CC(=O)NCCc2ccccn2)C1 (stereo not drawn) | 2.9% | -26.5% | 1.7 | 11.9% | -23.8 | 4.8 | -2.9% | ? | .
COc1cccc(NC(=O)COC(=O)c2ccccc2SCC(=O)N2CCCC2)c1 | 9.4% | ? | -4.4 | 0.6% | 7.2 | -8.5 | 2.6% | ? | -7.7%
O=C(COC(=O)CNC(=O)c1ccco1)NCCN1C(=O)CSC1=O | 1.1% | -3.8% | 10.9 | 13.6% | -7.9 | 0.2 | -2.2% | -10.3% | -5.9%
CCC1CC2(C)NC(=O)c3c(sc4c3CC(C)(C)OC4)N2C1=O (stereo not drawn) | -0.2% | -4.7% | -18.4 | -5.4% | -5.6 | -3.4 | 0.4% | 7.3% | -3.9%
O=C(Nc1ccc(NC(=O)c2ccc([N+](=O)[O-])cc2[N+](=O)[O-])cc1)c1ccco1 | -5.5% | -5.1% | -20.2 | -6.9% | 23.2 | -19.2 | 8.6% | 5.3% | -1.1%
CCOc1ccccc1NS(=O)(=O)c1ccc2[nH]c(=O)ccc2c1 | -7.3% | -8.3% | 1.8 | -1.2% | -4.7 | -7.0 | -3.9% | -9.6% | 11.5%
C=CCNc1nnnc2c1sc1nc(N3CCOCC3)c3c(c12)CCCC3 | 19.8% | 6.5% | -7.8 | 12.5% | -15.2 | -1.1 | ? | 4.9% | -7.0%
O=C(NCCc1ccc(F)cc1)N[C@@H](Cc1ccccc1)C(=O)O | 4.4% | 5.7% | 6.1 | 8.2% | 7.6 | 4.2 | 3.8% | 24.9% | -17.5%
CCCCN(C)C(=O)c1nc2ccccn2c1CN1CCC[C@H]1C(=O)OC | 14.7% | 2.5% | -2.3 | -0.1% | 23.9 | 2.9 | 1.0% | 7.1% | -6.2%
Cc1ccccc1N(C)C(=O)c1coc(=O)c2ccccc12 | 10.9% | 6.3% | -3.9 | 7.0% | 25.3 | -4.4 | -6.3% | 1.0% | -7.1%
O=C(Nc1nnc(CCN2CCOCC2)s1)c1ccccc1 | -0.2% | -4.3% | 13.7 | -7.2% | 0.0 | 7.6 | 7.8% | -8.2% | -16.9%
COc1ccc(N2CCN(C(=O)Nc3ccccc3C)CC2)cc1 | 15.3% | 2.4% | -5.7 | 10.1% | 0.0 | 2.2 | -2.5% | 4.2% | -4.0%
Cn1cc(/C=N/NC(N)=S)c2ccccc21 | 19.4% | ? | -29.1 | 0.0% | -10.2 | 1.0 | 11.8% | 0.0% | 0.2%
O=C(NN1CCOCC1)c1ccc(Cl)cc1 | 10.4% | 23.0% | -6.4 | ? | 0.0 | -1.8 | -16.2% | 0.3% | 71.6%
O=C(CSc1nnc(C2CC2)n1Cc1ccccc1)NCc1ccccc1 | -3.2% | -4.2% | ? | -5.1% | -1.1 | -5.2 | 3.2% | -6.5% | -0.7%
COCC(=O)Nc1cccc(Br)c1 | 1.8% | 22.0% | 13.1 | 17.0% | -8.5 | 1.4 | -4.9% | 0.7% | -4.3%
